# ARFGAP1 inhibitor – inhibitors of rat ARFGAP1; AID 651572; inhibition, % at 16.5 µM; 0.26% of 360,000 active; Q62848; Arfgap1-stimulated ARF1 GTP hydrolysis, GDP FP detection;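 active means inhibition above a per-plate limit, mean inhibition of low control wells plus 3 SD, cut at about 25% in these data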;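 further: 0% = DMSO wells with enzyme and 100% = wells lacking Arfgap1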
# Target sequence (Q62848 1-136 limits assumed): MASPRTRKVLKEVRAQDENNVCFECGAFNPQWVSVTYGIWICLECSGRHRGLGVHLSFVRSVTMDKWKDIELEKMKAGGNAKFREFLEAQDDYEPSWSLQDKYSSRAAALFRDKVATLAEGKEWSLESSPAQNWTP
#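 Material: rat Arfgap1 GAP domain (His6, aa 1-136), purified enzyme. Also added: human ARF1(Δ1-17)-GTP substrate. Compound dosing: 16.5 µM single point, 1.26% DMSO. Timing: enzyme reaction 120 min at 25 °C after 20 min preincubation. Signal: GDP detection by fluorescence polarization. Read-out basis: percent inhibition of GAP-stimulated GDP formation, scaled between DMSO and no-Arfgap1 medians.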
# PLC-beta3 inh – inhibitors of human phospholipase C beta3; AID 720704; 0.18% of 370,000 active; inhibition, % at 12.2 µM; Purified PLC-beta3, fluorogenic substrate, fluorescence; Q01970; in the data active means inhibition above about 11%;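 further: 0% = median of compound wells on plate and 100% = full blocker control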
# proKLK7 act – activators of human kallikrein-7 zymogen. purified proKLK7, EDANS-DABCYL substrate fluorescence; 100% is mature enzyme control, 0% vehicle. AID 652039. activation, % at 7 µM. P49862. 0.9% of 370,000 active;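 active means activation above the mean of all tested compounds plus 3 SD, computed per campaign excluding outliers beyond control limits, cut at about 13% in these data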
# ADAM17 inh – ADAM17 inhibition, QFRET primary screen; P78536; recombinant ADAM17, EDANS/DABCYL FRET peptide cleavage; inhibition, % at 6.95 µM; 0.83% of 370,000 active; AID 720648;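 active means inhibition above the mean of compounds lying between control limits plus 3 SD, set per campaign, cut at about 8.5% in these data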;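 further: 0% = DMSO-only wells as the low control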
# UHRF1 MBD2 ctr – blocks human UHRF1 binding to methylated DNA. Q96T88. UHRF1 binding to methylated oligo, TR-FRET. inhibition, % at 4.4 µM. 0.75% of 370,000 active. AID 687016; in the data active means inhibition above about 21%;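 further: UHRF1 SRA domain binding a hemimethylated CpG hairpin DNA probe; 0% = median of test compound wells and 100% = reference inhibitor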
# Tn6 DDE FP – disrupts Tn6 cyclic peptide binding to fibrin D-Dimer-E complex; AID 720509; P02675; 0.21% of 370,000 active; Fibrin DD(E) TRITC-Tn6 fluorescence polarization displacement; inhibition, % at 8.3 µM;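 active means inhibition above a per-campaign cutoff: mean of compounds within control limits plus 3 SD, cut at about 15% in these data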;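 further: 0% = median of all compound wells on the plate and 100% = blocking peptide control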
# Target sequence (P02675 whole entry, looked up): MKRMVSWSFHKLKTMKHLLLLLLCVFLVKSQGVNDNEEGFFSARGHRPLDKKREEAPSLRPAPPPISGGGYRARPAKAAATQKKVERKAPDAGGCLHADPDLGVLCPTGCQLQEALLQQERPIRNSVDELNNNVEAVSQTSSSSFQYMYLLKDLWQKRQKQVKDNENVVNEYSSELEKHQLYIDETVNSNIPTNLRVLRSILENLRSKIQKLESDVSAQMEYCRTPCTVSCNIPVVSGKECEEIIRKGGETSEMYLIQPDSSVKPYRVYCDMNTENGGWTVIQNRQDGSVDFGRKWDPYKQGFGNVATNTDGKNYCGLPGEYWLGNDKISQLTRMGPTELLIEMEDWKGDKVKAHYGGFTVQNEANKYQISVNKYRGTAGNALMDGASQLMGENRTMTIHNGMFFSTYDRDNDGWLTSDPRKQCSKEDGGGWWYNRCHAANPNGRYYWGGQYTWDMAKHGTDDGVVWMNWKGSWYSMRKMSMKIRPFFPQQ
# MBD2 DNA inh – inhibitors of human MBD2 binding to methylated oligonucleotide; Q9UBB5; TR-FRET; inhibition, % at 4.4 µM; 0.31% of 370,000 active; AID 686964; in the data active means inhibition above about 13%
# Target sequence (Q9UBB5 whole entry, looked up): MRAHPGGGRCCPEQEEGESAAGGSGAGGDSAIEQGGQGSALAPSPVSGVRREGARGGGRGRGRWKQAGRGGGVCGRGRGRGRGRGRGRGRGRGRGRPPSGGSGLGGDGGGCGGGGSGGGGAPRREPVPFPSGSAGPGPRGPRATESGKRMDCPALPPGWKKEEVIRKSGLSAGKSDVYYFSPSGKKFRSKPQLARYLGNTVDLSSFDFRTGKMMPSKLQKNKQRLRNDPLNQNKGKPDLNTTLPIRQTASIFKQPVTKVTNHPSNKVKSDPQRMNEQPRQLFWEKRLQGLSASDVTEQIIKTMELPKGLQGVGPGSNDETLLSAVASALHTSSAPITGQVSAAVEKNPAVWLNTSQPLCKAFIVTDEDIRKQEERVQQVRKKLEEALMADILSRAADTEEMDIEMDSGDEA
# PLC-gamma1 inh – PLC-gamma1 (human) inhibition, primary screen; P19174; AID 720700; inhibition, % at 12.2 µM; purified PLC-gamma1, fluorogenic substrate, fluorescence; 0.84% of 370,000 active; in the data active means inhibition above about 9.5%
# ASAP1 GAP inh – ASAP1 ArfGAP inhibition; ASAP1-stimulated ARF1 GTP hydrolysis, GDP FP detection; inhibition, % at 16.5 µM; Q9ULH1; AID 624377; 0.19% of 360,000 active; in the data active means inhibition above about 25%;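 further: 0% = vehicle with enzyme and substrate and 100% = no enzyme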
# Tn7 DDE FP – DD(E)-Tn7 binding inhibition, primary FP screen; 0.13% of 370,000 active; P02675; FP displacement of FITC-Tn7 peptide from fibrin DD(E); 0% = median of compound wells per plate; AID 720508; inhibition, % at 8.3 µM;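 active means inhibition above the mean of compounds falling within the control limits plus 3 SD of them, cut at about 14% in these data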;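 further: 0% = plate median of compound wells and 100% = 10 µM Aha-Tn7 peptide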
#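 Test system – human fibrin DD(E) · Times – 10 min preincubation, 3 h with tracer, room temperature · Detection – fluorescence polarization of the labelled Tn7 tracer · Measure – percent inhibition normalized to high-control wells · Benchmarks – high control wells with 10 µM unlabelled Aha-Tn7 peptide (full inhibition) · Repeats – singlicate testing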
# Active calls of the source: *; nt = no result given.
SMILES,ARFGAP1 inhibitor,PLC-beta3 inh,proKLK7 act,ADAM17 inh,UHRF1 MBD2 ctr,Tn6 DDE FP,MBD2 DNA inh,PLC-gamma1 inh,ASAP1 GAP inh,Tn7 DDE FP
Cc1nc2ccccc2n1S(=O)(=O)c1ccc(Br)cc1,-9,3,0.1,2,6,-1,1,1,12,2
CC(=O)c1ccc(C(=O)N2CCCC(CO)(Cc3ccccc3C)C2)s1 (stereo unspecified),-14,-4,0.7,-3,0,3,2,0,-4,4
CCC(=O)Nc1ccc(C(=O)NNC(=O)c2ccccc2)cc1,9,2,0.6,3,2,6,-4,1,9,2
C[C@]12CCC(=O)C=C1CC[C@@H]1[C@@H]2CC[C@@]2(C)[C@H]1CC[C@@]21CCC(=O)O1,5,-2,0.3,1,-1,-8,1,0,6,-2
S=C1NCCc2ccc(Cl)cc2C1c1ccccc1 (stereo unspecified),3,0,-0.6,5,-4,4,1,6,11,-3
Cc1ccc2c(cnn2C(=O)CCCC(=O)NCc2ccc(F)cc2)c1,1,-1,0.3,-6,-2,3,-7,0,1,3
CCC(C)NC(=O)Cc1cn(C)c2ccccc12 (stereo unspecified),-8,0,-0.5,0,2,0,-4,3,9,-1
C=CCSC(=C(C#N)C#N)c1cc2c([nH]1)CCCC2,2,-16,0.4,2,-1,-2,-1,-11,6,1
CCc1nn2c(=O)c(S(=O)(=O)Nc3ccccc3)c(C)nc2s1,8,-4,-0.6,-1,-1,2,-2,-3,-3,4
CSc1ccc(Oc2cccc3c2S(=O)(=O)N(C2CC2)C[C@@H](COCc2ccccc2)O3)cc1C,0,2,-0.5,-1,-2,-2,0,-1,-4,-3

# Some of the entries above in another layout:
# Under each structure – ARFGAP1 inhibitor	PLC-beta3 inh	proKLK7 act	ADAM17 inh	UHRF1 MBD2 ctr	Tn6 DDE FP	MBD2 DNA inh	PLC-gamma1 inh	ASAP1 GAP inh	Tn7 DDE FP
> CC(=O)c1ccc(C(=O)N2CCCC(CO)(Cc3ccccc3C)C2)s1 (stereo unspecified)
    -14	-4	0.7	-3	0	3	2	0	-4	4
> CCC(=O)Nc1ccc(C(=O)NNC(=O)c2ccccc2)cc1
    9	2	0.6	3	2	6	-4	1	9	2
> C[C@]12CCC(=O)C=C1CC[C@@H]1[C@@H]2CC[C@@]2(C)[C@H]1CC[C@@]21CCC(=O)O1
    5	-2	0.3	1	-1	-8	1	0	6	-2
> S=C1NCCc2ccc(Cl)cc2C1c1ccccc1 (stereo unspecified)
    3	0	-0.6	5	-4	4	1	6	11	-3
> Cc1ccc2c(cnn2C(=O)CCCC(=O)NCc2ccc(F)cc2)c1
    1	-1	0.3	-6	-2	3	-7	0	1	3

# The results go on:
SMILES,ARFGAP1 inhibitor,PLC-beta3 inh,proKLK7 act,ADAM17 inh,UHRF1 MBD2 ctr,Tn6 DDE FP,MBD2 DNA inh,PLC-gamma1 inh,ASAP1 GAP inh,Tn7 DDE FP
Cc1ncc([N+](=O)[O-])n1Cc1ccc(Br)cc1,-3,-1,-0.2,-2,-2,-3,3,2,3,4
CC(=O)c1ccc(NC(=O)Nc2ccc(NS(=O)(=O)c3ccc(C)cc3)cc2)cc1,1,1,-0.3,7,0,-11,1,1,0,1
CC(=O)NCCc1ccc(-c2csc(NC(=O)C3CC(=O)N(C4CCCC4)C3)n2)cc1 (stereo unspecified),-4,-1,-0.1,-1,4,1,4,-3,-9,0
CCCCCN(C(=O)Cc1c(C)n(CCCCC)c2ccccc12)c1ccc(Oc2cccnc2)c(C)c1,-12,1,0.6,-3,-2,-7,3,-1,5,4
CN(C)CCCNS(=O)(=O)c1cc(Cl)ccc1Cl,-6,4,0.6,-5,-5,1,1,0,11,7
N#CCC(N)=C(C#N)C#N,8,-274,2.7,-19,-1,-10,-3,-241,-12,-2
Cc1onc(-c2ccccc2)c1C(=O)N1CCN(c2ncccc2C(F)(F)F)CC1,-10,-7,-0.2,-2,0,4,1,1,-2,10
COc1cc2cc(CCCOC(=O)c3ccc(C#N)cc3)oc(=O)c2cc1OC,-1,2,-0.7,-1,3,3,-1,4,8,-2
Cc1cccc(C(=O)N=C2SC3CS(=O)(=O)CC3N2c2ccccc2)c1 (stereo unspecified),-4,-4,0.4,-1,0,3,0,-3,3,-7
Cc1ccn2cc(CNS(=O)(=O)c3ccc4c(c3)OCCO4)nc2c1,-9,-9,0.0,-3,-3,6,4,-6,-5,8
O=C(Nc1ccc(S(=O)(=O)N2CCOCC2)cc1)c1ccccc1Br,6,-4,-0.1,-2,-3,3,5,0,-1,0
CSc1ccccc1NC(=O)Nc1cccc(Cl)c1C,3,-8,-0.1,-9,6,0,9,1,-14,0
COc1cc(C(=O)NCc2ccc(S(N)(=O)=O)cc2)ccc1OCC(=O)Nc1cccc(C(F)(F)F)c1,16,-7,1.0,3,12,-9,2,1,-1,-3
Cc1c(C(=O)N(C)Cc2cccc(F)c2)oc2c(Cl)cccc12,21,-7,-0.5,5,-1,1,-3,2,1,-11
O=C(Oc1ccc([N+](=O)[O-])cc1)O[C@H]1CC[C@@]23CCCN2C(=O)CCC[C@H]3C1,nt,2,nt,-2,0,0,-3,0,nt,-8
C/C(Cc1ccccc1)=N\NC(=O)CNC(=O)c1ccc(Cl)cc1,-1,-6,0.8,-5,1,-2,4,0,0,8
Cc1n[nH]c(C)c1S(=O)(=O)N1CCC(C(=O)Nc2cccc(F)c2)CC1,-7,-6,-0.3,3,-2,1,1,0,-5,2
CCCCC(=O)Nc1nnc(SCC(=O)N2CCN(c3ccccc3OC)CC2)s1,4,0,0.0,-6,-1,5,0,-1,4,3
O=C(CSc1nnc(-c2ccc(O)cc2)o1)Nc1cccc(O)c1,9,-6,0.3,-1,-1,-5,0,-1,4,4
O=C(CCc1nnc(Cc2ccc(-c3ccccc3)cc2)o1)NCCc1ccccn1,22,-176,0.3,-2,-1,-15,-1,-2,0,-8
O=C(c1ccccc1)c1ccc2ccccc2n1,-9,0,-0.6,2,4,-6,-1,0,6,-1
Cc1ccc(NC(=O)CC(=O)Nc2ccc(C)c(C)c2)cc1C,-2,-5,1.0,1,3,6,2,4,8,-2
C[C@@]12C(=O)N(Cc3ccco3)CC(=O)N1[C@H]1c3ccccc3OC[C@@H]1[C@@H]2c1ccccc1,12,1,-0.7,0,-3,6,6,-1,-23,1
CC(C)N1CCc2c(sc(NC(=O)c3ccco3)c2C(N)=O)C1,10,-83,0.8,-5,6,-1,4,-50,6,-1
COc1ccccc1CNC(=O)CSc1nc(=O)n(Cc2ccncc2)c2c1CCC2,-8,-4,-0.3,-3,0,2,1,3,-14,-7
COc1ccc(C(=O)OCC2CC(c3ccccc3)N(C)O2)cc1 (stereo unspecified),-6,2,-0.5,1,0,7,4,4,-12,8
Cc1ccc(CN2CCN(c3ccccc3)CC2)o1,-2,-5,0.4,-1,-1,4,-6,-1,-2,3
Cc1ccc(NC(=O)c2nc[nH]c2C(=O)NCCCCCCNC(=O)c2[nH]cnc2C(=O)Nc2ccc(C)cc2)cc1,7,4,-0.7,1,0,5,2,6,-2,-3
COc1ccc(Cl)cc1NC(=O)CN(C)C(=O)c1cc2ccccc2cc1O,9,-74,-3.5,2,-2,6,-3,-74,5,-1
COc1ccc(C(C)=O)cc1CSc1nc(C)cc(C)n1,7,-1,-0.2,-2,2,-3,3,-1,2,-5
CC1CCN(C(=O)CCc2ccc(S(=O)(=O)NC(C)C)cc2)CC1,7,0,0.7,-5,-2,-7,2,-1,1,7
CCN(CC)C(=O)c1cc2cc([N+](=O)[O-])ccc2s1,-9,1,-0.1,-5,1,-6,-7,0,-6,2
CC(C)=CCc1cc(-c2oc3cc(O)cc(O)c3c(=O)c2O)ccc1O,8,-78,-1.1,4,7,-15,1,-58,8,-6
CCCCCCCCN1C(=O)[C@@H](CC(=O)NCc2ccccc2)C[C@@]2(C(=O)OC)C1=C[C@H](C1CCCC1)O[C@@H]2C,0,0,0.9,-3,0,3,-1,-3,-7,1
O=C(NCC1CC1)[C@@H]1C[C@H]1[C@@H](NP(=O)(c1ccccc1)c1ccccc1)c1ccccc1,-15,2,0.1,0,-3,-2,-4,1,4,-4
Cc1nonc1OCCNCc1c(C(=O)N(C)C)nc2ccc(Cl)cn12,4,-12,-0.4,-6,2,1,2,-2,-5,-1
CCN(CC)CCNc1ccc(CO)c2sc3ccccc3c(=O)c12,-8,-15,-0.5,-1,-24,10,0,-6,7,1
COC(=O)[C@H](C)NC(=O)Nc1cccc(Br)c1,2,-2,0.6,0,-3,2,-4,3,-6,0
C[C@H](O)[C@@H]1C(=O)N2CCc3ccc(-c4ccccc4)cc3[C@@H]2C[C@@H]1N(C)C(=O)c1ccco1,-4,-28,-0.2,-8,2,2,3,-20,4,2
Cc1cc(C)c2c(-n3cccc3)c(C(=O)NNS(=O)(=O)c3ccc(F)cc3)sc2n1,-4,-5,0.9,-3,-3,5,-5,-1,-12,1
CCOC(=O)N1CCN(CC(O)COc2c(C)cc(C)cc2C)CC1 (stereo unspecified),6,-11,0.0,-6,2,5,3,8,-5,1
CC(=O)N1c2ccc(S(=O)(=O)N3CCC(C(=O)Nc4cc(C)ccn4)CC3)cc2CC1C (stereo unspecified),3,-2,-0.1,-4,4,4,3,1,-10,-2
Cc1ccc(SCC(=O)NNC(=O)CCS(=O)(=O)c2ccccc2)cc1,-8,1,-0.4,-6,3,-1,-2,2,-11,3
C/C(=N/OC(=O)c1ccc(F)cc1)c1ccc(C)cc1,3,4,0.3,-3,-2,-1,-4,0,12,0
N#C/C(=C\c1cc([N+](=O)[O-])c(N2CCOCC2)cc1N1CCOCC1)c1nc2ccccc2[nH]1,-14,-1,-0.4,-3,-1,11,1,-3,-8,5
COc1cccc(CN(C)C(=O)c2ccc(N3CCCC3)c([N+](=O)[O-])c2)c1,1,-16,0.0,-8,1,12,5,-2,-1,-1
Cc1onc(-c2ccccc2)c1C(=O)OCC(=O)c1ccc[nH]1,1,-3,0.4,-5,3,3,3,-1,2,10
C=CCn1c(N)cc(=O)nc1SCC(=O)Nc1ccc(C(=O)OC)cc1,-1,-11,0.7,-7,2,8,6,-4,-8,5
Cc1n[nH]c(C)c1CS(=O)(=O)c1ccccc1,4,-1,0.3,-4,0,-3,5,2,0,4
CC1(C)Cc2c(c(-c3ccco3)nc3sc4c(NCCO)ncnc4c23)CO1,-7,-223,-17,-111,-6,1,6,-192,30*,0
COC(=O)[C@H]1C[C@@]2(N3CCCCC3)c3ccccc3N[C@H]2N1S(=O)(=O)c1ccc([N+](=O)[O-])cc1,nt,4,-0.5,0,-3,3,-5,4,nt,-3
CC1=Cc2ccccc2C(C#N)N1C(=O)c1ccccc1 (stereo unspecified),-1,4,-0.3,6,5,-11,4,9,13,-5
CC(C)c1cn(CC[C@@H]2CC[C@@H](NC(=O)C3CCCCC3)[C@@H](CO)O2)nn1,1,0,-0.4,-6,1,3,4,2,20,-1
